Assay outcomes: PubChem BioAssay, several laboratories
Scp-1 inhibitor: Scp-1 (human) phosphatase inhibition | Recombinant Scp1, phosphopeptide, malachite green phosphate absorbance | inhibition, % at 20 µM | 0.88% of 340,000 active;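 active = inhibition above about 50% at 20 µM, limit read from the data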;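 also: plate controls were DMSO wells with enzyme for no effect and wells lacking enzyme for full effect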
Target sequence (Q9GZU7 76-261 limits assumed): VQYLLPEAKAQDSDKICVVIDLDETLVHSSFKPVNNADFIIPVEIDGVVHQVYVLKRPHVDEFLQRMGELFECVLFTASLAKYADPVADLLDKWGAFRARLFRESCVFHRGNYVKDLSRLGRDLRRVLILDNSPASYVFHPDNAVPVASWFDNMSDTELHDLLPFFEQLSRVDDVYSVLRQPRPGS
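Test system: SCP-1 phosphatase catalytic domain, residues 76-261 | Compound dosing: One concentration, 20 µM, with 1.0% DMSO | Schedule: 45 min room-temperature reaction, 5 min colour, 30 min stabiliser | Detection: Absorbance at 630 nm | Read-out basis: % inhibition of SCP-1 phosphate liberation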
CendR NRP1 mod: alters CendR peptide binding to human NRP-1 | AID 602438 | FAM-RPARPAR peptide binding to NRP-1, fluorescence polarization | inhibition, % at 25 µM | 0.85% of 360,000 active;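 active = inhibition or corrected inhibition above about 18%, plus a signal ratio from 0.5 to 1.5, limit read from the data, passing the limit was not always enough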; also: strong numbers were not always called active
DNMT1 block: blocks human DNA methyltransferase DNMT1 | P26358 | DNMT1 molecular beacon, Hinp1I cleavage, fluorescence | inhibition (reported as % activation of signal), % at 10 µM | 0.83% of 360,000 active | AID 588458; in the data active = inhibition above about 50%
NadD inh: inhibitors of Staphylococcus aureus NadD. inhibition, % at 20 µM. purified NadD enzyme, colorimetric absorbance read-out. 0.78% of 360,000 active; in the data active = inhibition above about 26%; also: some compounds past the cut are filed as inactive
STEP inh: blocks human striatal-enriched tyrosine phosphatase; P54829; recombinant STEP, OMFP fluorogenic substrate, fluorescence; inhibition, % at 20 µM; 0.25% of 360,000 active; AID 588621;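 active = inhibition at 20 µM, scaled per plate between control wells, above about 37%, limit read from the data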;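 also: 0% = DMSO with enzyme and substrate and 100% = substrate only without enzyme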
Target sequence (P54829 whole entry, looked up): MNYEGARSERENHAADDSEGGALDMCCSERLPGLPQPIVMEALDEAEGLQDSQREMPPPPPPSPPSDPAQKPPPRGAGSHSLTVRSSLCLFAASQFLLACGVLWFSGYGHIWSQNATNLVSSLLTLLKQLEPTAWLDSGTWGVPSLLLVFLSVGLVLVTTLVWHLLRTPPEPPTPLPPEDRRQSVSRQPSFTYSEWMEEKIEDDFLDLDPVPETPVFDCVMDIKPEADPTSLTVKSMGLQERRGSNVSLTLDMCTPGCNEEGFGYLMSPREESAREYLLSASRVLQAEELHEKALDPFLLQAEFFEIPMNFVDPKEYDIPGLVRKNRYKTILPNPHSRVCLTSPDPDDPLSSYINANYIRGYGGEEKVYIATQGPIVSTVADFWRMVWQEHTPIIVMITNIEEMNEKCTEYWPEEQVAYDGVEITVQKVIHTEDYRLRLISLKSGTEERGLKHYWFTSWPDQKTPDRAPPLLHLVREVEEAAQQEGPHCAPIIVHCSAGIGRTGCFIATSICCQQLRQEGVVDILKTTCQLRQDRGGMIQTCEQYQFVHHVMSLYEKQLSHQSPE
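Also added – OMFP at 25 µM · Test system – STEP tyrosine phosphatase · Technique – FITC-channel fluorescence of OMFP product · Schedule – 20 min at room temperature, dark · Evaluation – control-normalized % inhibition with plate pattern correction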
Tb MetRS inh: Trypanosoma brucei MetRS inhibition. 0.4% of 360,000 active. AID 624268. purified T. brucei MetRS, ATP depletion, Kinase-Glo luminescence. inhibition, % at 11.9 µM;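 active = inhibition above a per-plate cutoff of the control wells' mean inhibition plus 3 SD, cut at about 5.5% in these data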;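 also: 0% = DMSO wells median and 100% = median of wells with control inhibitor compound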
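System: purified T. brucei MetRS enzyme / Detection: Kinase-Glo luciferase luminescence reporting remaining unconsumed ATP / Medium: HEPES buffer with MgCl2, KCl, DTT, spermine, BSA, pyrophosphatase / Replication: singlicate, one well per compound / Evaluation: percent inhibition relative to median high and low control wells / Schedule: 2 h aminoacylation at 25 °C after 15 min preincubation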
SUMO1 PPI mod: alters human SUMO1 binding to SIM partners | inhibition, % at 20 µM | AID 602429 | 0.33% of 360,000 active | SUMO1 binding to a labelled peptide, TR-FRET, 1 h | P63165; in the data active = inhibition above about 37%
Target sequence (P63165 whole entry, looked up): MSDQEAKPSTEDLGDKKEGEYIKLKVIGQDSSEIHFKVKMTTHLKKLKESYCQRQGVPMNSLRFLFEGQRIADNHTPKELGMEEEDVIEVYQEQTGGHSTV
LMPTP block: LMPTP (human) inhibition; AID 651560; inhibition, % at 20 µM; recombinant LMPTP-A, OMFP fluorogenic substrate, fluorescence intensity; P24666; 0.22% of 360,000 active;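 active = compounds that cut the enzyme signal by at least half of the control window in the single-dose screen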;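 also: plate controls were DMSO wells with enzyme plus substrate for no effect and substrate without enzyme for full effect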
Target sequence (P24666 whole entry, looked up): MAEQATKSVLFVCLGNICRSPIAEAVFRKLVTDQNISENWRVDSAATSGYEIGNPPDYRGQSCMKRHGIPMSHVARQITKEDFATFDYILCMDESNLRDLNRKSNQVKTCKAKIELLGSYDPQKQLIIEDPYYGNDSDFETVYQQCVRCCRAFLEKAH
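Buffer or medium: Bis-Tris pH 6.0, DTT, detergent; Assay system: LMPTP-A enzyme; Quantity: 0.625 nM enzyme; Detection: endpoint fluorescence intensity; Times: 50 min dark incubation at room temperature; Controls: substrate-only low control, DMSO enzyme-plus-substrate high control; Doses: single 20 µM dose; Read-out: percent inhibition versus substrate-only and uninhibited controls; Reagent: 400 µM OMFP.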
SKN-1 inh: C. elegans SKN-1 inhibition. 0.49% of 360,000 active. C. elegans VP596 Pgst-4::GFP/RFP ratio, acrylamide-induced, 24 h. inhibition, % at 21.8 µM;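 active = interference check ratio from 0.5 to 1.5 plus GFP to RFP signal ratio inhibition reaching or exceeding a fixed threshold, cut at about 30% in these data, passing the limit was not always enough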; also: some compounds called inactive have numbers as strong as hits
Neddyl block: blocks human cullin neddylation; TR-FRET cullin neddylation, biochemical; calls only at 25 µM; 0.58% of 360,000 active; in the data active = inhibition above about 36%
Starred values were filed as active, the others as inactive; i = inactive; nt = not tested or not shown; + = active, no number; & = joins results of further samples. This is a subset; rates above refer to the full screens.

SMILES	Scp-1 inhibitor	CendR NRP1 mod	DNMT1 block	NadD inh	STEP inh	Tb MetRS inh	SUMO1 PPI mod	LMPTP block	SKN-1 inh	Neddyl block
CCOC(=O)CC(SP1(=S)OCC2(CCCCC2)CO1)C(=O)OCC (configuration not stated)	-7.6	0.1	10.8	-5.0	5.9	-0.1	7.1	1.4	15.0	i
Cn1c(O)c(N=Nc2ccc(S(=O)(=O)N3CCOCC3)cc2)c(=O)n(C)c1=O	-1.8	7.2	1.8	-0.5	0.3	0.4	-21.6	0.6	4.9	i
Cc1cc(N(CCCl)CCCl)ccc1/C=N/NC(=O)c1ccco1	-9.1	9.3	-6.0	-2.4	-0.6	-0.8	-11.2	0.2	13.3	nt
CCC1(CC)C(=O)NC(=NCCc2c[nH]c3ccccc23)NC1=O	-4.7	1.7	-1.3	-3.0	4.4	-0.3	6.8	-1.9	-14.7	i
NC(Cc1ccc(Cl)cc1)c1csc(Nc2ccccn2)n1 (configuration not stated)	nt	-5.4	-2.7	-6.0	1.4	0.0	-8.5	-0.4	1.5	i
COc1ccc(CNCCc2c[nH]c3ccccc23)c(OC)c1C	3.6	7.1	2.5	-5.6	-1.4	-0.8	-3.3	-3.6	4.8	i
O=C(c1cccs1)C1CN2CCC1CC2 (configuration not stated)	-9.6	8.1	7.2	-1.2	-2.3	-0.6	-0.9	4.4	6.3	i
Cc1cc(Oc2cc(NN3CCCCC3)c([N+](=O)[O-])cc2[N+](=O)[O-])ccc1[N+](=O)[O-]	11.9	1.6	17.4	11.5	2.5	-0.5	-5.4	0.2	12.1	i
CC(=O)N1CC(=O)Nc2ccc(F)cc2C1c1ccccc1 (configuration not stated)	-3.7	-4.6	-1.3	-1.9	-1.3	-0.4	1.7	-1.8	14.6	i
CC12CN3CC(C)(CN(C1)C3c1cccs1)C2 (configuration not stated)	-3.5	4.1	1.6	-1.4	3.1	0.0	1.3	-0.2	6.8	i
CCN1c2nc3c(C)cccn3c(=O)c2CC2(C(=O)N(C)C(=O)N(C)C2=O)C1C (configuration not stated)	-14.7	10.7	-0.1	0.4	-0.2	0.4	-8.3	-0.9	-17.9	+
CN(C(=O)Oc1ccc(Cl)c2cccnc12)c1ccccc1	-2.1	1.5	-2.8	-5.3	-3.2	-0.8	-7.6	-1.4	8.4	i
CCC(=NCCOc1ccc(Cl)cc1)c1c(O)n(C)c(=O)n(C)c1=O	-9.1	8.6	5.3	-1.5	0.1	0.1	-0.8	0.0	20.2	i
CC[N+]1(C)CCCC(OC(=O)C(O)(c2ccccc2)c2ccccc2)C1 (configuration not stated)	6.4	-1.6	-1.0	-5.9	2.8	-1.0	-6.6	-2.0	-6.2	i
Cc1nonc1OCCNCCNc1ccc([N+](=O)[O-])c2cccnc12	-0.8	1.4	-2.5	-2.1	1.3	0.0	-21.9	1.6	14.8	i
COC(=O)C(=O)N1CC2(C)CNCC(C)(C1)C2=O	-1.4	5.5	0.1	2.3	-1.4	-0.4	-5.1	-1.2	-3.7	i
CC(=O)Nc1ccc(OC(=O)c2ccccc2N)cc1	-5.2	6.5	1.2	1.0	-3.1	0.5	1.5	-1.3	-6.9	nt
Cc1ccc2nc(C)n(-c3ccc(F)cc3)c(=O)c2c1	0.7	5.7	14.1	-5.5	-2.8	-1.3	3.5	4.8	-5.7	i
Cn1cccc1/C=C1/C(=O)NC(=O)N(Cc2ccccc2)C1=O	-7.1	-40.8	4.2	1.6	-0.7	0.0	0.2	-1.0	6.8	i
C=CCN(c1ccc(C(=O)N(CC)CC)cc1)S(C)(=O)=O	3.0	10.8	0.9	0.4	-0.7	0.1	3.5	0.7	4.6	i
CC12CNCC(C)(CNC1)C2O (configuration not stated)	-8.9	6.8	-71.5	-4.0	-2.4	0.0	-1.0	-0.1	1.8	i
O=C1NCN(c2ccccc2)C12CCN(C(c1cccc3ccccc13)c1nnnn1Cc1ccccc1)CC2 (configuration not stated)	nt	10.4	-27.4	31.8*	0.8	0.1	3.3	4.0	9.5	i
O=c1c2ccccc2nc(-c2ccco2)n1-c1ccc(Br)cn1	-3.5	11.1	1.9	0.6	-1.6	-1.3	-3.8	-0.3	-2.2	i
CCc1ccc(-n2c(O)c(C(C)=O)c(=O)[nH]c2=O)cc1 (tested in a mixture with another compound)	-3.8	-17.4	2.9	-1.0	1.3	0.6	22.5	-5.3	8.2	i
Cc1cc(OCCCC(=O)NCc2cccs2)ccc1Cl	-8.9	5.8	-0.4	-1.0	0.3	-0.7	3.1	1.0	6.6	i
COC(=O)C1=C(c2ccc(Cl)c(C(F)(F)F)c2)C[C@@H]2CC[C@H]1N2C(=O)N1CCC(O)(c2ccc(Cl)cc2)CC1	-3.8	5.1	-29.6	-1.2	-1.6	-0.1	0.0	3.9	-2.9	i
Oc1cccc(/C=N/NP(=S)(c2ccccc2)c2ccccc2)c1	-6.1	8.9	-8.3	-8.3	-2.6	-1.1	1.0	-0.4	-1.9	i
CCOc1ccc(N=Cc2c(O)n(CCc3ccc(OC)c(OC)c3)c(=O)[nH]c2=O)cc1	-10.8	-62.7	-37.7	-11.9	-3.2	-1.1	-5.2	-2.6	-2.4	+
CCCCC(CC)CNCC(O)c1ccccc1 (configuration not stated)	-5.2	0.5	-0.4	-7.6	-6.1	-0.8	0.8	-0.7	0.1	i
COc1cc(OC)c(C=O)c(OC(=O)N(C)C)c1	-9.4	-8.7	-0.4	7.5	-3.2	0.5	0.5	-0.4	-18.2	i
CN1CCCCC1c1ccc(-c2cccnc2)nc1 (configuration not stated)	-4.3	2.1	-0.8	-1.6	-4.2	-0.5	5.6	-2.7	-1.2	i
CN1CCN(CCC(=O)OC2CC3CCC(C2)N3C)CC1 (configuration not stated)	-13.2	1.9	1.6	6.5	2.2	-1.3	-0.1	-10.9	1.7	i
O=P(O)(Oc1ccccc1)OC(c1ccccc1)C(F)(F)C(F)(F)F (configuration not stated)	-9.1	-14.6	-0.2	2.4	0.3	-0.1	3.0	-1.0	-5.4	i
Cc1ccc(P(=S)(c2ccc(C)o2)N2CCOCC2)o1	-9.4	8.0	1.2	0.8	5.3	-0.3	-1.9	-2.1	36.8*	i
OC(COCc1ccc(Cl)cc1)CN1CC=C(c2ccccc2)CC1 (configuration not stated)	-1.0&0.5	-19.5&15.9	-4.2&-1.6	-1.1&0.6	-3.3&3.8	-0.1&0.3	-1.5&-2.5	0.3&-1.0	14.7&-6.5	i
C=CCn1c(O)c(C(C)=NCCc2c[nH]c3ccccc23)c(=O)[nH]c1=O	-5.1	11.0	0.2	-5.1	-0.8	-0.5	4.7	-1.0	5.0	i
CS(=O)(=O)c1ccc(C2=C(CNC(=O)c3nccs3)[C@H]3CC[C@@H](C2)N3Cc2ccccc2)cc1	nt	-5.5	1.9	4.1	1.1	0.0	-2.5	-0.1	0.2	i
CC(C)[C@H]1CC2C3CC=C4C[C@@H](O)CC[C@]4(C)C3CC[C@]2(C)[C@H]1O (some centres not stated)	-12.4	-3.4	-7.3	-0.1	-2.6	-0.2	5.0	-0.7	5.9	i
Cc1ccc(N2C(=O)NC(=O)/C(=C/c3cnc(-c4ccccc4)nc3)C2=O)cc1C	1.1	-8.9	-4.4	7.1	0.9	0.3	7.6	-0.2	7.8	i
CCOc1ccc(-c2cc(C(=O)N3CCC4(CC3)OCCO4)c3ccccc3n2)cc1	0.9	2.6	2.0	0.3	-2.3	-0.1	-10.7	0.4	-4.3	nt
Cn1cc(C=C(C#N)C#N)c2ccccc21	-6.1	-89.4	3.4	-0.6	-2.5	0.1	-10.3	1.5	0.2	i
CC(C)CN(C(=O)CN1CC=C(c2ccccc2)CC1)c1c(N)n(CC(C)C)c(=O)[nH]c1=O	1.1	0.0	-1.9	4.4	-1.1	-0.1	-8.7	1.9	-10.6	i
N#CC(C#N)=Cc1ccc(C=C(C#N)C#N)cc1	-7.1	-82.8	12.6	-4.5	-4.1	0.5	-5.2	-1.9	9.0	i
O=C(CCl)NCC1CCCO1 (configuration not stated)	-1.0	-3.3	-1.1	3.3	0.1	0.5	-0.5	-2.6	-0.1	i
O=C(CN1CCCC1)Nc1ccc(Cl)cc1C(=O)c1ccccc1	-3.5	9.2	0.6	-4.1	-0.7	-0.7	-3.5	-1.1	6.3	i
COc1cc(C)c(CNCCc2c[nH]c3ccccc23)cc1C	-7.3	-1.5	3.3	-9.4	0.3	-0.5	2.2	-1.4	16.0	i
O=[N+]([O-])c1cccc(C2N3CCCN23)c1 (configuration not stated)	-4.7	2.1	-0.1	-2.1	0.2	0.8	-8.1	-3.0	9.2	i

Sorted by heavy-atom count (low to high): some entries from above.
SMILES	Scp-1 inhibitor	CendR NRP1 mod	DNMT1 block	NadD inh	STEP inh	Tb MetRS inh	SUMO1 PPI mod	LMPTP block	SKN-1 inh	Neddyl block
Cn1cc(C=C(C#N)C#N)c2ccccc21	-6.1	-89.4	3.4	-0.6	-2.5	0.1	-10.3	1.5	0.2	i
N#CC(C#N)=Cc1ccc(C=C(C#N)C#N)cc1	-7.1	-82.8	12.6	-4.5	-4.1	0.5	-5.2	-1.9	9.0	i
COc1cc(C)c(CNCCc2c[nH]c3ccccc23)cc1C	-7.3	-1.5	3.3	-9.4	0.3	-0.5	2.2	-1.4	16.0	i
O=C(CN1CCCC1)Nc1ccc(Cl)cc1C(=O)c1ccccc1	-3.5	9.2	0.6	-4.1	-0.7	-0.7	-3.5	-1.1	6.3	i
Cc1ccc(N2C(=O)NC(=O)/C(=C/c3cnc(-c4ccccc4)nc3)C2=O)cc1C	1.1	-8.9	-4.4	7.1	0.9	0.3	7.6	-0.2	7.8	i
CCOc1ccc(-c2cc(C(=O)N3CCC4(CC3)OCCO4)c3ccccc3n2)cc1	0.9	2.6	2.0	0.3	-2.3	-0.1	-10.7	0.4	-4.3	nt
CC(C)CN(C(=O)CN1CC=C(c2ccccc2)CC1)c1c(N)n(CC(C)C)c(=O)[nH]c1=O	1.1	0.0	-1.9	4.4	-1.1	-0.1	-8.7	1.9	-10.6	i
